# High-throughput results as filed in PubChem.
# FLuc modulator = qHTS profiling assay for firefly luciferase inhibitor/activator using purifed enzyme and Km concentrations of substrates (counterscreen for miR-21 project). purified FLuc, Km substrates, luminescence inhibition. Potency, µM (top dose mostly 57.5 µM), for inactives: top-dose activity change, negative = inhibition, usual class: inhibitors. 360,000 tested, 6.9% active;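 note: potency is the fitted concentration of half-maximal effect; plate controls were vehicle for no effect and reference inhibitor for full effect; nearly all actives have a fitted effect of over 55% in size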
# Target sequence (P08659 whole entry, looked up): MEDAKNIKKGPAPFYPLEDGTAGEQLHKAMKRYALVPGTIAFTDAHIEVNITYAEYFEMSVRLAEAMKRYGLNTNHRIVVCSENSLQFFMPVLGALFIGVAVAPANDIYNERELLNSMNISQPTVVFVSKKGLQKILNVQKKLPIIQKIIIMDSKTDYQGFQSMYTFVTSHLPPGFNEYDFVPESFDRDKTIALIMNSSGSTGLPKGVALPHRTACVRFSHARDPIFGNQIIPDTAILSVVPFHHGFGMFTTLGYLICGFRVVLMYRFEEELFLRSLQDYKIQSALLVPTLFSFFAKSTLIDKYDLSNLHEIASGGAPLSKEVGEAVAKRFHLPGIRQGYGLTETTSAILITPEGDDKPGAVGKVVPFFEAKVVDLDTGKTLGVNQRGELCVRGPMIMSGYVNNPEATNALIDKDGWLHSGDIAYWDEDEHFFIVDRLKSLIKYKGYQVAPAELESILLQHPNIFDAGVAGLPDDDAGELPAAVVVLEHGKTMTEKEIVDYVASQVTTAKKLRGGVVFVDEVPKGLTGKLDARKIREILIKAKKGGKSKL
#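 Purified P. pyralis luciferase, 10 nM final, with Km-level 10 uM D-luciferin and 10 uM ATP in 50 mM Tris acetate pH 7.5, 10 mM Mg acetate, 0.01% Tween-20, 0.05% BSA; 6-point qHTS titration about 60 µM downward; luminescence read.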
# BRCA1 expr act = qHTS Assay to Identify Small Molecule Activators of BRCA1 Expression; Potency, µM (series often up to 46.1 µM), for the others: at the highest dose activation, actives largely listed as activators; MCF7-BRCA1-FFLuc reporter, luminescence, 48 h; response scale: scaled: vehicle 0%, 10 µM genistein 100%; 380,000 tested, 1.1% active; note: potency is the fitted concentration of half-maximal effect; nearly all actives have a fitted effect of over 80% in size; some results filed as inactive show a strong effect at the top dose
#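 Compounds are tested at multiple concentrations on MCF7 BRCA1-luciferase reporter cells seeded at 2000 per well; after 48 h, a single luminescence end-point is taken and curves fitted to the normalized data.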
# p53 reactivation = qHTS assay for re-activators of p53 using a Luc reporter; H1299 p53-A138V BP100-luciferase reporter, luminescence, 24 h; Potency, µM (doses to about 92.2 µM), without a hit: at the highest dose activity change, positive = activation, most hits filed as activators; 320,000 tested, 0.063% active; note: potency is the fitted concentration of half-maximal effect; % of control where 0% means no effect; nearly all actives have a fitted effect of over 45% in size
#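 p53-null H1299 cells stably carrying temperature-sensitive p53-A138V and a BP100-luciferase reporter were pinned with compounds (4-point, 1:5 series) and held 24 hrs at 37 deg C. Luminescence was read 10 min after detection reagent.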
# ELG1 genotox = qHTS screen for small molecules that induce genotoxicity in human embryonic kidney (HEK293T) cells expressing luciferase-tagged ELG1; Potency, µM (doses to about 46 µM), inactives show at the highest dose activity change, positive = activation, most hits filed as activators; 330,000 tested, 1.3% active; HEK293T ELG1-luciferase reporter, luminescence, 16 h; note: potency is the fitted concentration of half-maximal effect; % of control where 0% means no effect; nearly all actives have a fitted effect of over 60% in size
#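 Reporter readout depends on ELG1 protein level, which increases with genetic stress. After 16 hr compound exposure at 37 °C, luciferase activity was quantified using ONE-Glo.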
# PKM2 activator = qHTS Assay for Activators of Human Muscle isoform 2 Pyruvate Kinase | Pyruvate kinase PKM (Homo sapiens), P14618 | purified PKM2, Kinase-Glo ATP luminescence, activation; response scale: 0% is enzyme alone, no compound | Potency, µM (highest dose often 57.5 µM), without a hit: top-dose activation, most hits filed as activators | 260,000 tested, 0.34% active | AID 1631, 2009; note: potency is the fitted concentration of half-maximal effect; % is set by controls: 0 for no effect and ±100 for the full control effect; nearly all actives have a fitted effect of over 55% in size
# Target sequence (P14618 whole entry, looked up, canonical isoform): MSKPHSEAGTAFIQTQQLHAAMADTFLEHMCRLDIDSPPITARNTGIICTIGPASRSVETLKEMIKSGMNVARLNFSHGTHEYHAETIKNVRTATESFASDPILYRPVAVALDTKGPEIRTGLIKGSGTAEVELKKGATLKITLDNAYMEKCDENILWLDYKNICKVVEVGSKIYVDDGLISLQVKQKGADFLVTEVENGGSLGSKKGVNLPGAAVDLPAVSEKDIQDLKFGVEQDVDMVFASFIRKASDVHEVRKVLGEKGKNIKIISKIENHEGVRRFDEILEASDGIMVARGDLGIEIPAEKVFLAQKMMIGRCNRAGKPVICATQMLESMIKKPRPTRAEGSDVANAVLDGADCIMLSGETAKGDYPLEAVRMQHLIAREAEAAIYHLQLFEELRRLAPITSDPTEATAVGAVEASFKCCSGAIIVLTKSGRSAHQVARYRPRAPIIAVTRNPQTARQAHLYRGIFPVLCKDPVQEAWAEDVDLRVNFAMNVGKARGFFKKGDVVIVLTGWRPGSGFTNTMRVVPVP
#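 hPK-M2, >95% pure; 0.1 mM ADP / 0.5 mM PEP final; imidazole pH7.2 buffer w/ 7 mM MgCl2, 50 mM KCl; 1 h RT; Kinase-Glo lum. Intermediate enzyme activity for dual inhibitor/activator qHTS.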
# Giardia kill = Small Molecules that selectively kill Giardia lamblia: qHTS. activity change, % at 7.66 µM, hits read low. Giardia lamblia trophozoite viability. 340,000 tested, 0.15% active; in the data active = activity change below about -80%; inconclusive = between about -30% and that limit;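 note: parasites exposed to compound for two days anaerobically before the ATP read; % is set by controls: 0 for no effect and ±100 for the full control effect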
#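 Giardia trophozoites, 100 cells per well, were exposed to compounds for 48 hrs at 37 deg C under anaerobic conditions; viability was then read as ATP content by bioluminescence after 15-30 min at room temperature.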
# RORg inh = qHTS for inhibitors of ROR gamma transcriptional activity | Nuclear receptor ROR-gamma (Mus musculus), P51450 | Drosophila S2 Gal4-RORgamma UAS-luciferase reporter, 20 h | Potency, µM (titrated, usually from 53.6 µM), for the others: at the highest dose activity change, negative = inhibition, actives largely listed as inhibitors | 310,000 tested, 5.4% active; note: potency is the fitted concentration of half-maximal effect; % is set by controls: 0 for no effect and ±100 for the full control effect; nearly all actives have a fitted effect of over 60% in size
#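 Drosophila S2 cells stably expressing Gal4-DBD/mouse RORγ fusion under metallothionein promoter plus UAS-luciferase; compound 1 h, then 700 uM CuSO4 induction for 20 h at ambient temperature; inhibition read as reduced luminescence.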
# Rab9 promoter act = qHTS Assay for Rab9 Promoter Activators; 320,000 tested, 2.8% active; Potency, µM (titrated, usually from 9.22 µM), for inactives: at the highest dose activation, negative = inhibition, usual class: activators; Huh7 Rab9 promoter-luciferase reporter, luminescence, 24 h; note: potency is the fitted concentration of half-maximal effect; % of control where 0% means no effect; nearly all actives have a fitted effect of over 60% in size
#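 Measured in stably transfected Huh7 cells bearing a Rab9 promoter–luciferase construct: 24 h compound treatment at 37 °C, followed by luminescence detection.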
# NPC1 prom act = qHTS Assay for NPC1 Promoter Activators. Huh7 NPC1 promoter luciferase reporter, 24 h. Potency, µM (series often up to 9.22 µM), without a hit: at the top dose activation, hits mostly activators. 320,000 tested, 2.4% active. AID 485313, 2010;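 note: potency is the fitted concentration of half-maximal effect; % of control where 0% means no effect; nearly all actives have a fitted effect of over 60% in size; reporter is driven by a mutant NPC1 promoter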
#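 Huh7 reporter cells (NPC1 promoter driving luciferase) are dosed with compound for 24 h at 37 °C, 5% CO2; luciferase detection reagent is then added and luminescence measured after 10 min at ambient temperature.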
# VP16 counter = VP16 counterscreen qHTS for inhibitors of ROR gamma transcriptional activity. Drosophila S2 Gal4-VP16 UAS-luciferase, luminescence, 20 h. Potency, µM (top dose mostly 53.6 µM), without a hit: at the highest dose activity, negative = inhibition, actives largely listed as inhibitors. 310,000 tested, 3.5% active. AID 2546, 2010;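 note: Gal4-VP16 expression switched on by copper sulfate through the metallothionein promoter; potency is the fitted concentration of half-maximal effect; % is set by controls: 0 for no effect and ±100 for the full control effect; nearly all actives have a fitted effect of over 50% in size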
# Menin-MLL TR inh = qHTS Assay for Inhibitors Targeting the Menin-MLL Interaction in MLL Related Leukemias: Competition With Texas Red Labeled MLL-derived Mutant Peptide; O00255; Menin + Texas Red MLL mutant peptide, fluorescence polarization; Potency, µM (highest dose often 61.6 µM), for inactives: at the highest dose FP activity change, negative = inhibition, actives largely listed as inhibitors; 270,000 tested, 0.23% active; AID 1768, 2009; active = well fitted inhibition curve with a large enough effect in the polarisation, with a control signal flat, not every such curve was filed as active; inconclusive = small, poorly fitted or top-dose-only effect, or effect the other way, or a change in a side signal; inactive = no such curve, though single readings can be large or run the other way; the % refers to the polarisation; note: potency is the fitted concentration of half-maximal effect; % of control where 0% means no effect; many of its hits are not listed in these tables
# * = called active by the depositor; ? = inconclusive; / = no result given; [ ] = another dose, or the depositor's remark. Unless noted, calls come from the whole dose curve; as a rule, active = well fitted curve in the direction sought with a large enough effect; inconclusive = small, poorly fitted or top-dose-only effect, or another doubt; inactive = no such curve, though single readings can be large; an effect the other way counts as inactive or inconclusive.
SMILES,FLuc modulator,BRCA1 expr act,p53 reactivation,ELG1 genotox,PKM2 activator,Giardia kill,RORg inh,Rab9 promoter act,NPC1 prom act,VP16 counter,Menin-MLL TR inh
O=C(NC(Cc1ccccc1)C(=O)O)/C(=C\c1ccc([N+](=O)[O-])cc1)NC(=O)c1ccco1 (stereo not drawn),2%,14%,-3%,8%,2%,-7,-9%,0%,0%,-12%,6%
COc1cc(CN(C(=S)NCC(=O)N2CCCC2)C2CCCC2)cc(OC)c1OC,-3%,-9%,0%,0%,3%,2,-8%,-4%,-8%,26%,-16%
O=C(N/N=C/c1cc(O)ccc1Br)c1cccnc1,?,-72%,25%,?,-16%,7,1.8µM*,-36%[inhibitor],-35%[inhibitor],1.3µM*,11%
CCOCCCNC(=O)CCC(=O)NNc1nc2ccccc2c2nc(-c3ccccc3)nn12,?,-31%,-10%,-6%,-5%,-14,37%,-2%,-2%,-3%,-19%
COc1cc(Cl)c(C)cc1NC(=O)CC1SC(N2CCOCC2)=NC1=O (stereo not drawn),0%,-7%,-15%,2%,/,-2,/,12%,-2%,/,/
CCOCCCNC(=O)c1cc2c(-c3ccc(Cl)cc3)nn(C)c2s1,-2%,-50%,-1%,-15%,1%,-2,-31%,-18%,-13%,-9%,19%
O=C(NCc1cccnc1)c1ccc2c(=O)n(CCCN3CCCC3=O)c(=S)[nH]c2c1,6%,0%[1.84 µM],?,-3%,2%,-9,12%,5%,-1%,-3%,?
CC1CCCCC1NC(=O)COC(=O)CN1C(=O)c2ccccc2C1=O (stereo not drawn),-3%,-1%,-3%,3%,/,2,/,1%,1%,/,/
Cc1cc(C(=O)NCc2ccc3c(c2)OCO3)ccc1[N+](=O)[O-],?,39%,0%,7%,-3%[11.5 µM],-18,18%,5%,9%,5%,11%
COc1cccc(CC(=O)OCC(=O)NCCc2ccc(F)cc2)c1,8%,5%,0%,-2%,/,17,/,-3%,0%,/,/
Cc1ccc(NC(=S)NNC(=O)c2ccc(N3CCOCC3)c([N+](=O)[O-])c2)cc1Cl,-1%,-32%,-2%,-1%,-1%,-18,16µM*,1%,0%,13µM*,?
CC(=O)c1oc2ccccc2c1N,6%,-7%,0%,0%,1%,9,-13%,0%,15%,0%,-6%
COc1ccc(CNC(=O)CC(C)c2ccccc2)cc1 (stereo not drawn),-1%,0%,1%,1%,19%[11.5 µM],12,3%,2%,-1%,0%,-3%
NC(=O)c1ccc(NC(=O)C2CC2)cc1,4%,-2%,-1%,5%,-8%,-7,3%,-9%,1%,-17%[10 µM],7%
CC(Sc1ccc(Cl)cc1)C(=O)Nc1ccc2c(c1)OCO2 (stereo not drawn),-1%,31%,-2%,-1%,8%,23,?,-1%,1%,-7%,8%
CCNc1c(NS(=O)(=O)c2ccc(F)c(Cl)c2)c(=O)oc2ccccc12,0%,3%,1%,-4%,5%,-9,22%,1%,0%,-10%,?
CCN1CCN(C(=S)NC(CC(=O)c2ccccc2)c2ccccc2)CC1 (stereo not drawn),-2%,-24%,-3%,-2%,-5%,1,-18%,-4%,-9%,1%,/
CCOC(=O)C1=C(C)N=c2s/c(=C\c3ccc(OC(C)=O)cc3)c(=O)n2C1/C=C/c1ccccc1 (stereo not drawn),?,-18%,19%,-1%,-16%,-5,-8%,-4%,0%,-5%,14%
O=C(O)CCc1ccc(S(=O)(=O)Nc2cc(C(F)(F)F)ccc2N2CCCC2)cc1,7%,-5%,1%,2%,/,-11,/,-4%,-3%,/,/
CC1c2cc3c(cc2CCN1C(=O)c1cccc(F)c1)OCCCO3 (stereo not drawn),-4%,-12%,2%,-11%,/,-8,-42%,-1%,-4%,6%,/
CC(C)Cc1nnc(NC(=O)CCC(=O)N2CCN(c3ccc(F)cc3)CC2)s1,-1%,0%,-10%,-3%,-1%,30,45%,0%,-4%,-2%,?
CN1CCC(NC(=S)NC2CC2)CC1,-1%,0%,15%,5%,-1%,1,13%,-2%,-1%,12%,16%
O=C(CCc1c[nH]c2ccccc12)N/N=C/c1ccc2c(c1)OCO2,?,10%,-4%,-1%,4%,4,?,-3%,4%,-5%[10 µM],?
NS(=O)(=O)c1ccc(CCNC(=O)C(=O)NCC2OCCN2S(=O)(=O)c2cccs2)cc1 (stereo not drawn),2%,-2%,1%,3%,2%,23,-2%,5%,1%,-3%,-2%
CCOC(=O)c1c(NC(=O)CSc2nnc(C)s2)sc2c1CCC(C)C2 (stereo not drawn),1%,-29%,-3%,-4%,2%,-8,?,25%,19%,-2%,-6%

# The final 5 entries of the part before open the next one.
SMILES,FLuc modulator,BRCA1 expr act,p53 reactivation,ELG1 genotox,PKM2 activator,Giardia kill,RORg inh,Rab9 promoter act,NPC1 prom act,VP16 counter,Menin-MLL TR inh
CC(C)Cc1nnc(NC(=O)CCC(=O)N2CCN(c3ccc(F)cc3)CC2)s1,-1%,0%,-10%,-3%,-1%,30,45%,0%,-4%,-2%,?
CN1CCC(NC(=S)NC2CC2)CC1,-1%,0%,15%,5%,-1%,1,13%,-2%,-1%,12%,16%
O=C(CCc1c[nH]c2ccccc12)N/N=C/c1ccc2c(c1)OCO2,?,10%,-4%,-1%,4%,4,?,-3%,4%,-5%[10 µM],?
NS(=O)(=O)c1ccc(CCNC(=O)C(=O)NCC2OCCN2S(=O)(=O)c2cccs2)cc1 (stereo not drawn),2%,-2%,1%,3%,2%,23,-2%,5%,1%,-3%,-2%
CCOC(=O)c1c(NC(=O)CSc2nnc(C)s2)sc2c1CCC(C)C2 (stereo not drawn),1%,-29%,-3%,-4%,2%,-8,?,25%,19%,-2%,-6%
COc1nc2ccc(C)cc2cc1-c1noc(-c2ccccc2)n1,?,0%,-3%,-1%,4%,-15,-11%,2%,13%,-10%,11%
CCCC(C)NC(=O)c1ccc(OCc2ccc(Cl)cc2)c(OC)c1 (stereo not drawn),?,-1%,1%,4%,4%,3,-32%,?,1%,-30%,8%
CSc1nc2[nH]c3c(c2c2ncnn12)CCCC3,?,-45%,-20%,-5%,2%,-2,?,-6%,0%,2%,-27%
O=C(Cn1ncn2cccc2c1=O)N1CCCCC1,0%,-5%,15%,1%,-3%,1,-3%,-1%,-6%,-10%,4%
FC(F)(F)c1cc(Oc2ccccc2)nc(-c2ccccn2)n1,0%,-15%,2%,-5%,0%,-13,?,-3%,-1%,-14%,/
CC(=O)c1ccc(NC(=O)CSc2nc(N3CCOCC3)nc(N3CCOCC3)n2)cc1,-17%,57%,14%,18µM*,1%,7,11%,24%,28%,13%,16%
S=c1[nH]nc(-c2ccc(Cl)cc2)n1/N=C/C=C/c1ccco1,-10%,-26%,1%,1%,4%,0,?,4%,13%,-8%,/
Oc1ccc(C23CCCC2C2(CCCC2)c2ccc(O)cc2O3)c(O)c1 (stereo not drawn),-13%,-23%,-6%,-1%,/,-15,/,-6%,0%,/,/
Cc1ccc(C(C(=O)NCC2CCCO2)N(Cc2ccccc2F)C(=O)Cn2nnc(-c3cccs3)n2)cc1 (stereo not drawn),7%,-3%,-3%,0%,1%,-16,18%,1%,-3%,-5%,-11%
O=C(Cn1nnc(-c2ccc(F)cc2)n1)Nc1ccc2c(c1)OCCO2,5%,-12%,3%,0%,0%,15,-1%,-3%,-2%,3%,?
Cc1cc(=O)n2nc(-c3ccc(C(F)(F)F)cc3)sc2n1,?,?,21%,4µM*,0%,4,-3%,?,?,0%,/
O=[N+]([O-])c1ccccc1NC(=S)N/N=C/c1ccc(O)c(O)c1,19µM*,?,?,3.7µM*,1%,-21,10µM*,?,?,?,?

# Not all compounds are listed (hit frequency here may not be typical).
